inhibitors of VEEV: inhibitors of VEEV TC-83 cytopathic effect, confirmation, Vero cells (AID 588727). 350,000 compounds, 0.13% hits. inhibition, % at 20 µM, or IC50 in µM where a hit was titrated. Vero cells, VEEV TC-83 cytopathic effect inhibition; higher % means a stronger effect; in the data active means a potency from the dose series; inconclusive means inhibition mostly from about 14% at the one dose, without a potency; inactive means the rest, 99 in 100 with inhibition below about 12%; further: strong numbers were not always called active
PhoP GFP inhibition: PhoP regulon inhibitors, Salmonella typhi PhoP promoter GFP reporter, confirmatory (AID 1850). Salmonella Typhi PhoP-promoter GFP reporter, fluorescence, 4 h; higher % means a stronger effect. inhibition, % at 50 µM; hits with a dose series show IC50 in µM. 310,000 compounds, 0.33% hits; in the data active means a potency from the dose series; inconclusive means inhibition mostly from about 25% at the one dose, without a potency; inactive means the rest, 99 in 100 with inhibition below about 19%;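 further: 0% = induced wells with vehicle and 100% = uninduced wells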
M. tuberculosis HTS: M. tuberculosis growth inhibition, HTS (AID 449762); one-dose inhibition, % at 25 µM; IC50 in µM for titrated hits; 330,000 compounds, 0.59% hits; M. tuberculosis H37Rv growth inhibition, 7H9 media; higher % means a stronger effect; in the data active means a potency from the dose series; inconclusive means inhibition above about 70% without an active follow-up result;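 further: bacterial growth assessed after seven days of incubation; strong numbers were not always called active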
influenza NS1A: NS1A inhibition, H1N1 influenza, cell based functional assay (AID 504329); inhibition, % at 12.5 µM; hits with a dose series show IC50 in µM; 340,000 compounds, 0.3% hits; NS1A functional cell-based assay, percent inhibition; higher % means a stronger effect; in the data active means a potency from the dose series; inconclusive means inhibition above about 27% without an active follow-up result; further: strong numbers were not always called active
M. tuberculosis: growth inhibition of non-replicating M. tuberculosis (AID 488890); Mycobacterium tuberculosis non-replicating, growth inhibition; higher % means a stronger effect; one-dose inhibition, % at 25 µM; IC50 in µM for titrated hits; 320,000 compounds, 0.39% hits; in the data active means a potency from the dose series; inconclusive means inhibition mostly from about 82% at the one dose, without a potency; inactive means the rest, 99 in 100 with inhibition below about 76%;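 further: plate controls were DMSO cells for no effect and high antibiotic wells for full effect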
Starred values were filed as active, the others as inactive.

The first 5 records, to show the layout:
How did CC1CCCC(C)N1C(=O)COc1ccc(C(=O)Nc2ccccc2N2CCOCC2)cc1 (centres undefined) do in these assays?
inhibitors of VEEV: 8.8%; PhoP GFP inhibition: -6%; M. tuberculosis HTS: -3%; influenza NS1A: 5%; M. tuberculosis: 12%

What do the screens show for `COc1ccc(CNC(=O)N2CCN(c3ccccc3)CC2)cc1`?
inhibitors of VEEV: 1.2%; PhoP GFP inhibition: 9%; M. tuberculosis HTS: 5%; influenza NS1A: -6%; M. tuberculosis: -2%

How did CCOC(=O)c1cnc(-c2ccccc2)[nH]c1=O do in these assays?
inhibitors of VEEV: 0.5%; PhoP GFP inhibition: 11%; M. tuberculosis HTS: -5%; influenza NS1A: -13%; M. tuberculosis: -9%

What do the screens show for `O=C(O)C1CCN(C(=O)CCN2C(=O)S/C(=C\c3ccccc3)C2=O)CC1`?
inhibitors of VEEV: 2.2%; PhoP GFP inhibition: 0%; M. tuberculosis HTS: -5%; influenza NS1A: 5%

Results for Cc1cc(=O)oc2cc(NC(=O)CCOc3ccccc3)ccc12 ?
inhibitors of VEEV: inactive; PhoP GFP inhibition: -13%; M. tuberculosis HTS: 64%; influenza NS1A: -11%; M. tuberculosis: 11%

Main list, from the first entry:
How did CC1CCCC(C)N1C(=O)COc1ccc(C(=O)Nc2ccccc2N2CCOCC2)cc1 (centres undefined) do in these assays?
inhibitors of VEEV: 8.8%; PhoP GFP inhibition: -6%; M. tuberculosis HTS: -3%; influenza NS1A: 5%; M. tuberculosis: 12%

What do the screens show for `COc1ccc(CNC(=O)N2CCN(c3ccccc3)CC2)cc1`?
inhibitors of VEEV: 1.2%; PhoP GFP inhibition: 9%; M. tuberculosis HTS: 5%; influenza NS1A: -6%; M. tuberculosis: -2%

How did CCOC(=O)c1cnc(-c2ccccc2)[nH]c1=O do in these assays?
inhibitors of VEEV: 0.5%; PhoP GFP inhibition: 11%; M. tuberculosis HTS: -5%; influenza NS1A: -13%; M. tuberculosis: -9%

What do the screens show for `O=C(O)C1CCN(C(=O)CCN2C(=O)S/C(=C\c3ccccc3)C2=O)CC1`?
inhibitors of VEEV: 2.2%; PhoP GFP inhibition: 0%; M. tuberculosis HTS: -5%; influenza NS1A: 5%

Results for Cc1cc(=O)oc2cc(NC(=O)CCOc3ccccc3)ccc12 ?
inhibitors of VEEV: inactive; PhoP GFP inhibition: -13%; M. tuberculosis HTS: 64%; influenza NS1A: -11%; M. tuberculosis: 11%

What do the screens show for `Cc1ccc(C(=O)N2CCN(S(=O)(=O)N3CCCCC3)CC2)cc1`?
inhibitors of VEEV: inactive; PhoP GFP inhibition: -3%; M. tuberculosis HTS: -14%; influenza NS1A: 22%; M. tuberculosis: -3%

What do the screens show for `CCOC(=O)c1cccc(NS(=O)(=O)c2ccc(NC(C)=O)cc2)c1`?
inhibitors of VEEV: 1.3%; PhoP GFP inhibition: 3%; M. tuberculosis HTS: -4%; influenza NS1A: 7%; M. tuberculosis: 7%

How did CSc1nncc(/C(C)=N\Nc2ccccc2C)n1 do in these assays?
inhibitors of VEEV: 1.9%; PhoP GFP inhibition: -1%; M. tuberculosis HTS: 6%; influenza NS1A: -8%; M. tuberculosis: 2%

How did CCn1cc(C(=O)N[C@H](C)c2ccccc2)c(=O)c2cc(F)c(N3CCN(C)CC3)cc21 do in these assays?
inhibitors of VEEV: 4.0%; PhoP GFP inhibition: 2%; M. tuberculosis HTS: -3%; influenza NS1A: 0%; M. tuberculosis: 22%

How did Cc1cccc(OC(=O)c2cccnc2)c1 do in these assays?
inhibitors of VEEV: 1.0%; PhoP GFP inhibition: 10%; M. tuberculosis HTS: -5%; influenza NS1A: 1%

How did O=C(NCC1COc2ccccc2O1)c1ccc(Cl)cc1 (centres undefined) do in these assays?
inhibitors of VEEV: 0.3%; PhoP GFP inhibition: -12%; M. tuberculosis HTS: -10%; influenza NS1A: -3%; M. tuberculosis: 58%

Results for COc1ccc(Oc2c(-c3ccc(O)cc3O)n[nH]c2C)cc1 ?
inhibitors of VEEV: 0.7%; PhoP GFP inhibition: -1%; M. tuberculosis HTS: 3%; influenza NS1A: 3%; M. tuberculosis: -17%

How did COc1ccc(C(=O)N2CCc3cc(OC)c(OC)cc3C2c2ccc(OC)c(OC)c2)cc1 (centres undefined) do in these assays?
inhibitors of VEEV: 0.2%; PhoP GFP inhibition: -2%; M. tuberculosis HTS: 4%; influenza NS1A: 8%; M. tuberculosis: 2%

What do the screens show for `O=C(O)CCCC(=O)Nc1ccc(Cl)c(Cl)c1`?
inhibitors of VEEV: 0.1%; PhoP GFP inhibition: -2%; M. tuberculosis HTS: 28%; influenza NS1A: -3%; M. tuberculosis: -1%

Results for CCC(=O)Nc1nc(C)c(-c2csc(Nc3cccc(O)c3)n2)s1 ?
inhibitors of VEEV: 4.4%; PhoP GFP inhibition: -10%; M. tuberculosis HTS: 65%; influenza NS1A: -5%; M. tuberculosis: 3%

Results for CCCc1nc2ccccc2c(C(=O)OC(C)C(=O)NCc2ccc3c(c2)OCO3)c1CC (centres undefined) ?
inhibitors of VEEV: 8.9%; PhoP GFP inhibition: 10%; M. tuberculosis HTS: -2%; influenza NS1A: -1%; M. tuberculosis: 28%

Results for O=[N+]([O-])c1ccc(NCc2ccncc2)cc1 ?
inhibitors of VEEV: 1.2%; PhoP GFP inhibition: -2%; M. tuberculosis HTS: 7%; influenza NS1A: -20%; M. tuberculosis: 47%

How did Cc1cccc(C)c1OCCCn1ccnc1 do in these assays?
inhibitors of VEEV: 1.0%; PhoP GFP inhibition: -8%; M. tuberculosis HTS: -11%; influenza NS1A: -10%; M. tuberculosis: -2%

How did O=C(NCc1cccnc1)C1CCCN(S(=O)(=O)c2ccccc2)C1 (centres undefined) do in these assays?
inhibitors of VEEV: 1.3%; PhoP GFP inhibition: -7%; M. tuberculosis HTS: -5%; influenza NS1A: -4%; M. tuberculosis: -3%

How did CCOC(=O)c1nc(N)c(=O)n(-c2ccc(C)cc2)n1 do in these assays?
inhibitors of VEEV: 2.1%; PhoP GFP inhibition: 1%; M. tuberculosis HTS: 0%; influenza NS1A: -5%; M. tuberculosis: 7%

Results for COc1ccc(Cl)cc1S(=O)(=O)n1cnc2ccccc21 ?
inhibitors of VEEV: 0.9%; PhoP GFP inhibition: -9%; M. tuberculosis HTS: 3%; influenza NS1A: -23%; M. tuberculosis: -5%

How did CCOC(=O)C1CCCN(C(=O)COc2ccc(N(C)S(=O)(=O)c3ccc(F)cc3)cc2)C1 (centres undefined) do in these assays?
inhibitors of VEEV: 0.0%; PhoP GFP inhibition: 6%; M. tuberculosis HTS: -1%; influenza NS1A: -24%; M. tuberculosis: 4%

What do the screens show for `CC(C)NC[C@H](O)COc1ccc(CC(N)=O)cc1`?
inhibitors of VEEV: inactive; PhoP GFP inhibition: -7%; M. tuberculosis HTS: 2%; influenza NS1A: 3%; M. tuberculosis: -3%

How did COc1ccc(C2CC(C)(c3ccc(OC)cc3OC)Nc3ccccc3N2)c(OC)c1 (centres undefined) do in these assays?
inhibitors of VEEV: inactive; PhoP GFP inhibition: 2%; M. tuberculosis HTS: 11%; influenza NS1A: 4%; M. tuberculosis: 54%

How did CCOc1ccc(C(=O)COC(=O)CNC(=O)C2CCCCC2)cc1 do in these assays?
inhibitors of VEEV: 2.8%; M. tuberculosis HTS: -10%; influenza NS1A: -7%; M. tuberculosis: 2%

Results for O=C(NNC(=O)c1ccc(O)cc1O)c1ccc(Cl)cc1 ?
inhibitors of VEEV: 2.6%; PhoP GFP inhibition: 8%; M. tuberculosis HTS: 6%; influenza NS1A: -9%; M. tuberculosis: -31%

What do the screens show for `O=C(O)CSc1nc2ccccc2n1-c1ccccc1`?
inhibitors of VEEV: 0.8%; PhoP GFP inhibition: -14%; M. tuberculosis HTS: 52%; influenza NS1A: -2%; M. tuberculosis: 19%

How did CN(Cc1cc(=O)[nH]c2ccccc12)C(=O)c1ccccc1 do in these assays?
inhibitors of VEEV: 2.0%; PhoP GFP inhibition: -2%; influenza NS1A: -1%

What do the screens show for `O/N=C/c1ccccc1OCc1ccccc1F`?
inhibitors of VEEV: 1.2%; PhoP GFP inhibition: -8%; M. tuberculosis HTS: -9%; influenza NS1A: 6%; M. tuberculosis: 32%

Results for COc1ccccc1[C@@H]1C(c2cccc(C)c2)=NN(c2ccccc2)[C@H]1C(=O)N1CCOC1=O ?
inhibitors of VEEV: 1.7%; PhoP GFP inhibition: -1%; M. tuberculosis HTS: 10%; influenza NS1A: -12%; M. tuberculosis: 16%

How did Cc1ccc(S(=O)(=O)N(C)CC(=O)NCC(=O)Nc2ccc(F)c(F)c2F)cc1 do in these assays?
inhibitors of VEEV: 1.0%; M. tuberculosis HTS: 8%; influenza NS1A: 3%; M. tuberculosis: -4%

Results for CCOC(=O)C(=NC1CCS(=O)(=O)C1)NNc1ccc(Br)cc1 (centres undefined) ?
inhibitors of VEEV: 1.2%; PhoP GFP inhibition: -8%; M. tuberculosis HTS: 96%; influenza NS1A: 0%; M. tuberculosis: 71%

What do the screens show for `Cc1ccnc(NC(=O)c2sc3cc(Cl)ccc3c2Cl)c1`?
inhibitors of VEEV: inactive; PhoP GFP inhibition: 10%; M. tuberculosis HTS: -2%; influenza NS1A: -2%; M. tuberculosis: 16%

How did CC(C)CCN1C(=O)c2ccc(-c3nc4ccccc4c(=O)o3)cc2C1=O do in these assays?
inhibitors of VEEV: 1.1%; PhoP GFP inhibition: 0%; M. tuberculosis HTS: inconclusive; influenza NS1A: 9%; M. tuberculosis: inconclusive

Results for CC1CN(C(=O)COC(=O)c2ccc(Cl)c(S(=O)(=O)N3CCCCC3)c2)CC(C)O1 (centres undefined) ?
inhibitors of VEEV: 1.1%; PhoP GFP inhibition: -8%; M. tuberculosis HTS: -7%; influenza NS1A: -22%; M. tuberculosis: 0%

What do the screens show for `COc1ccccc1NS(=O)(=O)c1cccc(NC(=O)c2nc3nc(C)cc(C)n3n2)c1`?
inhibitors of VEEV: 2.1%; PhoP GFP inhibition: 5%; M. tuberculosis HTS: 7%; influenza NS1A: -2%; M. tuberculosis: -1%

What do the screens show for `Cc1ccc(S(=O)(=O)N2CCOCC2)cc1NC(=O)Cn1cc(C(F)(F)F)cc(Cl)c1=O`?
inhibitors of VEEV: 1.1%; PhoP GFP inhibition: -9%; M. tuberculosis HTS: -1%; influenza NS1A: -1%; M. tuberculosis: -8%

Results for O=C(NCC(c1cccnc1)N1CCOCC1)C1CCCCC1 (centres undefined) ?
inhibitors of VEEV: 0.5%; PhoP GFP inhibition: -8%; M. tuberculosis HTS: -8%; influenza NS1A: -1%; M. tuberculosis: -10%

What do the screens show for `CC(C(=O)N1CCN(C(=O)c2ccco2)CC1)N1C(=O)NC2(CCCCC2C)C1=O` (centres undefined)?
inhibitors of VEEV: 1.9%; M. tuberculosis HTS: 0%; influenza NS1A: -5%; M. tuberculosis: -21%

What do the screens show for `CN(C)CCCNC(=O)N1c2ccccc2C=Cc2ccccc21`?
inhibitors of VEEV: 0.5%; PhoP GFP inhibition: -2%; M. tuberculosis HTS: -2%; influenza NS1A: -6%; M. tuberculosis: -2%

What do the screens show for `COC(=O)C1=C(N)Oc2cc(C)n(C)c(=O)c2C1c1ccc(Cl)c(Cl)c1` (centres undefined)?
inhibitors of VEEV: 11%; PhoP GFP inhibition: 4%; M. tuberculosis HTS: 0%; influenza NS1A: -1%; M. tuberculosis: -15%

Results for COc1ccc(C(C(=O)NCc2ccccc2)N(Cc2cccs2)C(=O)c2cnccn2)cc1 (centres undefined) ?
inhibitors of VEEV: inactive; PhoP GFP inhibition: 0%; M. tuberculosis HTS: 0%; influenza NS1A: 19%; M. tuberculosis: 10%
